Screens from PubChem BioAssay.
DAX1 inh-1 – DAX1 (NR0B1) inhibitors, primary screen, cell-based, HEK293, Gal4-DAX1, luciferase luminescence | AID 504766, 2011 | 340,000 compounds, 0.99% hits | inhibition, % at 6.75 µM | HEK293 Gal4-DAX1 luciferase reporter;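 active means inhibition above the mean over all tested compounds plus 3 SD, cut at about 4.2% in these data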;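 further: 0% = DAX1-transfected cells with DMSO and 100% = empty-vector control cells with DMSO; inhibition shows as a rise in luminescence from relieved DAX1 repression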
Target sequence (P51843 207-470 limits assumed): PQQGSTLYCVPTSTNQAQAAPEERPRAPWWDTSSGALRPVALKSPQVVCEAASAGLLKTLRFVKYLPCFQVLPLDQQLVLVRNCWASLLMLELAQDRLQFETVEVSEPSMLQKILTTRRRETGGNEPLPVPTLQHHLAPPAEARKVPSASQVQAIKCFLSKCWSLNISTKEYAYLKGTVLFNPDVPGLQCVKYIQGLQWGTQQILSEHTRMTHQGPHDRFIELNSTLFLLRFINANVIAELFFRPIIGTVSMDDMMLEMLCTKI
ssDAF12 agonist – S. stercoralis DAF-12 nuclear receptor activators, primary screen, cell-based, luminescence, HEK293, GRIP1 co-expression, lit1-tk-luc | 370,000 compounds, 1% hits | HEK293 ssDAF-12/GRIP1 lit1-tk-luc reporter; % of 3 µM dafachronic acid response | Nuclear hormone receptor DAF-12 (Strongyloides stercoralis) | activation, % at 6.8 µM;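 active means activation above the mean over all tested compounds plus 3 SD, cut at about 0.9% in these data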;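 further: 0% = DMSO-only wells and 100% = 3 µM delta7-dafachronic acid wells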
ADAM10 inh – human ADAM10 inhibitors, primary screen, biochemical, QFRET, HTS; Disintegrin and metalloproteinase domain-containing protein 10 (Homo sapiens), O14672; recombinant ADAM10, EDANS/DABCYL FRET peptide cleavage, 3 h; inhibition, % at 7 µM; 370,000 compounds, 0.62% hits; AID 720582, 2013;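 active means inhibition above a per-campaign cutoff equal to the mean of compounds falling between control-based bounds plus 3 SD, cut at about 20% in these data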;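 further: 0% = DMSO wells while the 100% control is not disclosed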
ADAM17 inh – ADAM17 inhibitors, primary screen, biochemical, QFRET | Disintegrin and metalloproteinase domain-containing protein 17 (Homo sapiens), P78536 | recombinant ADAM17, EDANS/DABCYL FRET peptide cleavage | inhibition, % at 6.95 µM | 370,000 compounds, 0.83% hits | AID 720648, 2013;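 active means inhibition above the mean of compounds lying between control limits plus 3 SD, set per campaign, cut at about 8.5% in these data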;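 further: 0% = DMSO-only wells as the low control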
Target sequence (P78536 215-824 limits assumed): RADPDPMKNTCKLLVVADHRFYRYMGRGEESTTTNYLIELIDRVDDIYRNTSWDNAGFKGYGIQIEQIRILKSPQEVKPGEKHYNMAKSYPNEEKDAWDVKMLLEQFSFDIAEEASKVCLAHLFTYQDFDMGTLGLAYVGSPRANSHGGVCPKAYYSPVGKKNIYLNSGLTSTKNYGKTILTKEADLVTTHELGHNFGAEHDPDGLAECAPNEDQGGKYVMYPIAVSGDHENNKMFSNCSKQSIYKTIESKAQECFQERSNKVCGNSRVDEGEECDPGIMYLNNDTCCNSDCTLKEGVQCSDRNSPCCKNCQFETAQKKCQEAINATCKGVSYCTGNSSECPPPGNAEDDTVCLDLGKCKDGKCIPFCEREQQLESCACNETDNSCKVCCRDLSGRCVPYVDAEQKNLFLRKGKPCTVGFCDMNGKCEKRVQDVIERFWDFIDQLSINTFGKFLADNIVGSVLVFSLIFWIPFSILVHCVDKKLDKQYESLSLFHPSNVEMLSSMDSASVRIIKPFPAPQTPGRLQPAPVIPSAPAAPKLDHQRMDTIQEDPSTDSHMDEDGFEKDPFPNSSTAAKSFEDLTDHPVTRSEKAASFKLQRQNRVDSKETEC
SMARCA2 act – SMARCA2 (BRM) function activators, primary screen, cell-based, luminescence, high throughput | MG213 cells, MMTV-luciferase reporter, dexamethasone, overnight | activation, % at 9.1 µM | 370,000 compounds, 1% hits | AID 652017, 2013; in the data active means activation above about 7.8%;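 further: 0% = vehicle wells and 100% = reference activator wells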
hgDAF12 agonist – H. glycines DAF-12 receptor agonists, primary screen, cell-based, luminescence, HEK293, GAL4 fusion, UAS-luciferase | 370,000 compounds, 1.8% hits | AID 687014, 2013 | activation, % at 6.8 µM | HEK293 GAL4-hgDAF12 UAS-luciferase reporter, agonist luminescence; normalized to butyrate control;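 active means activation above a cutoff set at the mean of all screened compounds plus 3 SD, cut at about 10% in these data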;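 further: 0% = DMSO wells and 100% = sodium butyrate wells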
hcDAF12 agonist – H. contortus DAF-12 nuclear receptor activators, primary screen, cell-based, luminescence, HEK293, lit1-tk-luc reporter. activation, % at 6.8 µM. AID 652067, 2013. HEK293 hcDAF-12 lit1-tk-luc reporter; 0% DMSO, 100% Δ7-dafachronic acid. 370,000 compounds, 1.4% hits;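 active means activation above the mean of all tested compounds plus 3 SD, cut at about 5.5% in these data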;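 further: 100% = response to 3 µM Δ7-dafachronic acid high control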
NPR1 activator – GC-A stimulated cGMP production enhancers – HEK293 GC-A cells, cGMP TR-FRET, EC30 ANP, primary screen; Atrial natriuretic peptide receptor 1 (Homo sapiens), P16066; 0% at EC30 ANP, 100% saturating ANP; activation, % at 10 µM; 370,000 compounds, 0.14% hits; AID 1671463, 2021; in the data active means activation above about 40%
PG9 Ab binder – binders of HIV-1 gp120 antibody PG9, primary screen, biochemical, TR-FRET; TR-FRET gp120-PG9 antibody binding; AID 624416, 2012; inhibition, % at 6.7 µM; HIV-1 gp120 / PG9 antibody interaction; 360,000 compounds, 0.43% hits; in the data active means inhibition above about 8.5%
FXN GAA850 act – FXN promoter activators, primary screen, cell-based, luciferase luminescence, HEK293 lucGAA850; HEK293 lucGAA850 FXN promoter luciferase reporter, 24 h; percent of 10 µM SAHA response; activation, % at 6 µM; 360,000 compounds, 0.56% hits; AID 540364, 2011;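 active means activation above the average of all compounds screened plus 3 SD, cutoff fixed separately per campaign, cut at about 7.5% in these data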;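 further: 0% = DMSO wells and 100% = 10 µM SAHA wells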
DAX1 inh-2 – DAX1 (NR0B1) inhibitors on StAR promoter, primary screen, cell-based, luminescence, SF-1 (NR5A1), full-length DAX-1; 370,000 compounds, 1.1% hits; HEK293T StAR-luciferase reporter, SF-1/DAX-1 repression relief; inhibition, % at 6.8 µM; AID 652010, 2013;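 active means inhibition above the mean over all tested compounds plus 3 SD, cut at about 3.6% in these data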;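 further: 0% = DAX-1 cells with DMSO and 100% = cells lacking DAX-1 with DMSO; higher inhibition means more luminescence from relief of DAX-1 repression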
* = called active by the depositor.

How did COc1ccccc1Nc1nc(N)nc(CN2CCN(c3ccccc3)CC2)n1 do in these assays?
DAX1 inh-1: 2.2; ssDAF12 agonist: -0.9; ADAM10 inh: -4.7; ADAM17 inh: -3.1; SMARCA2 act: 3.4; hgDAF12 agonist: -0.6; hcDAF12 agonist: -0.7; NPR1 activator: 2.9; PG9 Ab binder: -2.5; FXN GAA850 act: 1.1; DAX1 inh-2: -0.5

What do the screens show for `Cc1ccc(-n2nc3c(SCCN4CCOCC4)nnc(C)c3c2C)cc1`?
DAX1 inh-1: -1.3; ssDAF12 agonist: -1.1; ADAM10 inh: -4.0; ADAM17 inh: -3.7; SMARCA2 act: -4.6; hgDAF12 agonist: -3.1; hcDAF12 agonist: -3.1; NPR1 activator: 2.8; PG9 Ab binder: 0.4; FXN GAA850 act: 1.8; DAX1 inh-2: 0.4

How did CSc1ccccc1C(=O)NC1CCCc2ccccc21 (stereo not drawn) do in these assays?
DAX1 inh-1: -0.7; ssDAF12 agonist: -0.9; ADAM10 inh: -2.1; ADAM17 inh: -0.8; SMARCA2 act: -3.7; hgDAF12 agonist: -1.1; hcDAF12 agonist: -2.7; NPR1 activator: 1.4; PG9 Ab binder: -0.2; FXN GAA850 act: 1.6; DAX1 inh-2: -0.4

Results for Cc1cccc(C(=O)N/N=C2/SCC(=O)N2Cc2ccccc2)c1 ?
DAX1 inh-1: -0.2; ssDAF12 agonist: -1.2; ADAM10 inh: 10.0; ADAM17 inh: -0.5; SMARCA2 act: -4.9; hgDAF12 agonist: -2.2; hcDAF12 agonist: -0.2; NPR1 activator: 2.5; PG9 Ab binder: 0.5; FXN GAA850 act: 1.3; DAX1 inh-2: 0.6

How did C#CCOCCOCCOCCNc1nc(N2CCN(C(=O)Cn3cc(CCO)nn3)CC2)nc(N2CCN(C(=O)[C@H](CCCCN)n3cc(CC(C)O)nn3)CC2)n1 (stereo partly drawn) do in these assays?
DAX1 inh-1: 1.8; ssDAF12 agonist: -1.1; ADAM10 inh: 1.5; ADAM17 inh: -1.4; SMARCA2 act: 0.2; hgDAF12 agonist: 0.1; hcDAF12 agonist: -1.2; NPR1 activator: 1.2; PG9 Ab binder: -2.4; FXN GAA850 act: -1.2; DAX1 inh-2: -0.6

Results for CC1(C(=O)NS(=O)(=O)c2ccc(Cl)cc2)CCN1C(=O)C1(c2ccccc2)CCCC1 (stereo not drawn) ?
ssDAF12 agonist: -0.1; ADAM10 inh: 0.1; ADAM17 inh: -0.4; SMARCA2 act: 6.9; hgDAF12 agonist: -1.2; hcDAF12 agonist: 0.5; NPR1 activator: -0.5; PG9 Ab binder: -1.7; FXN GAA850 act: -2.0; DAX1 inh-2: 0.9

What do the screens show for `CCC(=O)Oc1c(C(=O)CC)cc2c(C)cc(=O)oc2c1C`?
DAX1 inh-1: -0.4; ssDAF12 agonist: -1.2; ADAM10 inh: -31.2; ADAM17 inh: -8.9; SMARCA2 act: -3.1; hgDAF12 agonist: 4.8; hcDAF12 agonist: -0.8; NPR1 activator: -0.1; PG9 Ab binder: -1.2; FXN GAA850 act: -3.9; DAX1 inh-2: -0.3

Results for Cc1c(C(=O)N2CCN(c3ncccn3)CC2)oc2ccc(Cl)cc12 ?
DAX1 inh-1: 0.7; ssDAF12 agonist: -1.1; ADAM10 inh: 5.0; ADAM17 inh: -2.7; SMARCA2 act: 0.3; hgDAF12 agonist: 2.6; hcDAF12 agonist: -0.5; NPR1 activator: -5.0; PG9 Ab binder: 0.8; FXN GAA850 act: 0.7; DAX1 inh-2: -0.7

How did CCOC(=O)C1CCN(C(=O)CCCN2C(=O)c3ccccc3C2=O)CC1 do in these assays?
DAX1 inh-1: -1.3; ssDAF12 agonist: -0.8; ADAM10 inh: -1.0; ADAM17 inh: -0.1; SMARCA2 act: -2.6; hgDAF12 agonist: 0.4; hcDAF12 agonist: -0.9; NPR1 activator: 2.3; PG9 Ab binder: -2.1; FXN GAA850 act: -0.5; DAX1 inh-2: -1.1

What do the screens show for `COC(=O)C[C@H]1C=C[C@@H](NS(=O)(=O)c2ccc(C)cc2)[C@@H](CO)O1`?
ssDAF12 agonist: -1.4; ADAM10 inh: -15.0; ADAM17 inh: -5.7; SMARCA2 act: -4.0; hgDAF12 agonist: 3.2; hcDAF12 agonist: 1.6; NPR1 activator: 1.4; PG9 Ab binder: -0.2; DAX1 inh-2: -0.7

How did COc1cc(OC)c(OC)cc1CN1CCN(C(=O)c2cccc3ccccc23)CC1 do in these assays?
DAX1 inh-1: -1.4; ssDAF12 agonist: -1.1; ADAM10 inh: -3.2; ADAM17 inh: -2.9; SMARCA2 act: -1.5; hgDAF12 agonist: 2.1; hcDAF12 agonist: -1.7; NPR1 activator: -3.1; PG9 Ab binder: -0.4; FXN GAA850 act: 3.3; DAX1 inh-2: -0.2

What do the screens show for `O=C(O)c1cccc(NC(=O)c2ccc3c(c2)C(=O)N(c2cccc([N+](=O)[O-])c2)C3=O)c1`?
DAX1 inh-1: -1.1; ssDAF12 agonist: -0.1; ADAM10 inh: 3.3; ADAM17 inh: 0.5; SMARCA2 act: 0.4; hgDAF12 agonist: 2.8; hcDAF12 agonist: 3.6; NPR1 activator: -2.2; PG9 Ab binder: -1.5; FXN GAA850 act: 0.8; DAX1 inh-2: 0.5

How did CCCCC#Cc1ccc(C(=O)NNC(=O)Nc2cc(Cl)cc(Cl)c2)o1 do in these assays?
DAX1 inh-1: 0.5; ssDAF12 agonist: -1.8; ADAM10 inh: 6.9; ADAM17 inh: -3.3; SMARCA2 act: -1.3; hgDAF12 agonist: 0.5; hcDAF12 agonist: -0.8; NPR1 activator: 2.3; PG9 Ab binder: -0.7; FXN GAA850 act: -2.0; DAX1 inh-2: 0.1

How did CCOC(=O)c1cn2nc(-c3ccc(OC)cc3)cc2nc1C1CCN(C(=O)OC(C)(C)C)CC1 do in these assays?
DAX1 inh-1: -0.2; ssDAF12 agonist: -0.9; ADAM10 inh: -2.2; ADAM17 inh: 2.9; SMARCA2 act: -3.9; hgDAF12 agonist: 2.0; hcDAF12 agonist: -1.9; NPR1 activator: -7.0; PG9 Ab binder: -1.2; FXN GAA850 act: 0.0; DAX1 inh-2: 0.4

What do the screens show for `CC(=O)OCCNc1nc(-c2ccccc2)nc2ccccc12`?
DAX1 inh-1: -1.0; ssDAF12 agonist: -2.3; ADAM10 inh: 1.9; ADAM17 inh: -4.1; SMARCA2 act: 2.6; hgDAF12 agonist: 1.3; hcDAF12 agonist: -1.1; NPR1 activator: 7.0; PG9 Ab binder: 0.3; FXN GAA850 act: 0.3; DAX1 inh-2: -0.3

How did CC1(C(=O)Nc2ccc3c(c2)OCCO3)CCN1C(=O)c1cccc(F)c1 (stereo not drawn) do in these assays?
ssDAF12 agonist: -1.4; ADAM10 inh: -16.4; ADAM17 inh: -3.2; SMARCA2 act: 0.4; hgDAF12 agonist: -1.3; hcDAF12 agonist: -1.1; NPR1 activator: 8.5; PG9 Ab binder: -0.1; FXN GAA850 act: 1.1; DAX1 inh-2: -0.7

What do the screens show for `C=Cc1ccc(Cn2c(C)c(C(=O)NCc3ccc(Cl)c(Cl)c3)sc2=O)cc1`?
ssDAF12 agonist: -1.9; ADAM10 inh: 1.8; ADAM17 inh: 1.8; SMARCA2 act: -1.8; hgDAF12 agonist: 5.5; hcDAF12 agonist: -0.5; NPR1 activator: 0.0; PG9 Ab binder: 1.0; FXN GAA850 act: -1.5; DAX1 inh-2: 0.6

What do the screens show for `Cn1cc(CN2CCc3sccc3C2)c(-c2ccccc2F)n1`?
DAX1 inh-1: 1.4; ssDAF12 agonist: -0.5; ADAM10 inh: 0.7; ADAM17 inh: -5.6; SMARCA2 act: -0.6; hgDAF12 agonist: 0.3; hcDAF12 agonist: -0.9; NPR1 activator: -1.7; PG9 Ab binder: -2.0; FXN GAA850 act: 1.3; DAX1 inh-2: 0.8

What do the screens show for `CCOC(=O)CSc1nc(C)c(C(=O)OCC)s1`?
DAX1 inh-1: 0.3; ssDAF12 agonist: -1.3; ADAM10 inh: -0.3; ADAM17 inh: -7.2; SMARCA2 act: 0.6; hgDAF12 agonist: -0.5; hcDAF12 agonist: -0.9; NPR1 activator: -3.4; PG9 Ab binder: -1.8; FXN GAA850 act: 0.2; DAX1 inh-2: 0.6

What do the screens show for `CCC1C(C#N)=C(N)OC2=C1C(=O)CC(C)(C)C2` (stereo not drawn)?
DAX1 inh-1: -0.4; ssDAF12 agonist: -1.5; ADAM10 inh: -5.3; ADAM17 inh: -2.9; SMARCA2 act: 0.8; hgDAF12 agonist: 0.5; hcDAF12 agonist: -0.7; NPR1 activator: 1.0; PG9 Ab binder: -1.8; FXN GAA850 act: 1.3; DAX1 inh-2: -0.7

What do the screens show for `COc1ccc(/C=C/C(=O)NC2=NCCS2)cc1OC`?
DAX1 inh-1: 3.1; ssDAF12 agonist: -1.2; ADAM10 inh: -180.2; ADAM17 inh: -53.3; SMARCA2 act: 4.1; hgDAF12 agonist: 6.3; hcDAF12 agonist: 2.0; NPR1 activator: 0.2; PG9 Ab binder: -0.9; FXN GAA850 act: 4.7; DAX1 inh-2: 1.1

Results for CC1CCN(S(=O)(=O)c2ccc(NC(=O)c3ccncc3)cc2)CC1 ?
DAX1 inh-1: -1.1; ssDAF12 agonist: -1.5; ADAM10 inh: -4.1; ADAM17 inh: -7.2; SMARCA2 act: -4.1; hgDAF12 agonist: -4.6; hcDAF12 agonist: -3.9; NPR1 activator: -0.1; PG9 Ab binder: -3.3; FXN GAA850 act: 0.7; DAX1 inh-2: -5.3

What do the screens show for `Cc1ccc(-c2cc(C(=O)Nc3ccc4c(c3)OCCO4)c3ccccc3n2)cc1`?
DAX1 inh-1: -0.1; ssDAF12 agonist: -1.6; ADAM10 inh: 7.4; ADAM17 inh: 3.6; SMARCA2 act: -1.4; hgDAF12 agonist: 0.7; hcDAF12 agonist: -1.4; NPR1 activator: -0.1; PG9 Ab binder: 0.1; FXN GAA850 act: -2.8; DAX1 inh-2: -0.1
